# Growth percent in the NCI-60 one-dose screen (48 h, 10 µM unless noted): 100 = growth as untreated, 0 = no growth, -100 = all killed.
# NCI/ADR-RES: NCI/ADR-RES ovarian cells. 4.4% of 81,000 active. AID 1794790
# OVCAR-3: OVCAR-3 ovarian cancer; 7% of 79,000 active; AID 1794787
# OVCAR-8: OVCAR-8 ovarian cancer; 4.4% of 81,000 active
# OVCAR-4: OVCAR-4 ovarian cancer cells; 3.7% of 80,000 active
# OVCAR-5: OVCAR-5 ovarian cancer; 2.9% of 82,000 active
# DU-145: DU-145 prostate cancer. 4.2% of 81,000 active. AID 1794760
# IGROV1: IGROV1 ovarian cancer | 4.7% of 79,000 active
# SK-OV-3: SK-OV-3 ovarian cancer cells. 3.2% of 80,000 active. AID 1794785
# Numbers without * were called inactive; · = not tested or not shown; & = joins results of further samples. Rule for the calls: active = growth percent below 10; inactive = the rest.
SMILES	NCI/ADR-RES	OVCAR-3	OVCAR-8	OVCAR-4	OVCAR-5	DU-145	IGROV1	SK-OV-3
CC[C@H](CC[C@@H](C)[C@H]1CC[C@H]2[C@@H]3CC[C@H]4C/C(=N\OC)CC[C@]4(C)[C@H]3CC[C@]12C)C(C)C	104	103	106	103	99	104	106	112
COc1ccc(CCNC(=O)COc2cc3c(Nc4ccc(F)c(Cl)c4)ncnc3cc2OC)cc1OC	86	83	103	92	65	58	46	90
Nc1c(C(=O)Nc2ccccc2F)sc2nc3c(cc12)CCC3	110	·	111	81	103	105	117	117
O=[N+]([O-])c1ccc(Oc2ccc(-c3ccccc3)cc2)cc1	92	99	92	70	99	98	85	93
COc1ccc2c(c1)CC[C@@H]1[C@@H]2CC[C@]2(C)C3C(=CC(COC(C)=O)C4C(=O)c5cccc(O)c5C(=O)C43)C[C@@H]12 (stereo partly drawn)	102	·	84	72	103	103	136	106
CNC[C@@H](O)c1ccc(O)c(O)c1	103	122&123	95&104	112&116	108&85	105&116	115&121	103&105
Oc1ccc(Cl)cc1Cc1cc(Cl)ccc1O	4.5*	9.9*	21	39	·	38	41	85
Cc1ccccc1C(CC(=O)c1ccccc1)c1ccccc1 (stereo not drawn)	92	96	103	·	109	98	103	·
OC(c1cc2cc(Cl)ccc2c2cc(C(F)(F)F)ccc12)C1CCCCN1 (stereo not drawn)	-66*	-95*	-75*	·	-78*	-96*	-67*	-0.4*
COc1cc2cc(/C=C/C(=O)c3ccc(Nc4nccc(-c5ccc6ccccc6c5)n4)cc3)c(=O)[nH]c2cc1OC	98	102	98	119	101	103	104	103
COc1ccccc1Nc1nc(SCCC(C)C)nc(-c2cc(OC)c(OC)c(OC)c2)c1C#N	104	117	98	93	111	102	103	102
O=C1/C(=C2\SC(=S)N(C3CC3)C2=O)SC(=S)N1C1CC1	102	107	103	97	99	105	96	109
CC(C)CCCC(C)NC(C)C (stereo not drawn)	101	115	95	95	99	113	127	103
O=C(CNc1ncnc2sc3c(c12)CCCC3)NNC(=S)Nc1ccccc1	102	112	102	109	96	109	102	106
Clc1ccc(CSCc2ccc(Cl)cc2)cc1	107	104	98	106	103	105	109	102
C=C(C)[C@@H]1CC[C@]2(C)[C@H](CC=C3[C@@H]4CC(C)(C)CC[C@]4(C(=O)NCC#CCN4CCN(C)CC4)CC[C@]32C)[C@@]1(C)CCC#N	62	·	86	71	90	63	54	95
CCCCCN1C=C/C(=C\C(=O)N(C)c2cccc(Br)c2)c2ccccc21	104	120	99	109	105	119	113	104
Cc1ccccc1NS(=O)(=O)c1ccc(-c2cc3ccccc3c(=O)o2)cc1	91	·	96	97	108	104	94	100
COc1cc(/C=C2\SC(=S)N(CC(=O)O)C2=O)ccc1OCCCCCCOc1ccc(/C=C2\SC(=S)N(CC(=O)O)C2=O)cc1OC	104	128	109	114	99	127	112	107
COc1cc(/C=C2\C(=O)N(CCCCCCOc3cc(O)c4c(=O)cc(-c5ccccc5)oc4c3)c3ccccc32)cc(OC)c1OC	94	91	108	97	95	104	86	91
N#CC1=C(/N=C/c2ccccc2)Oc2c(ccc3ccccc23)C1c1ccc([N+](=O)[O-])cc1 (stereo not drawn)	96	86	95	88	101	96	57	87
Cc1ccc(OCc2ccc(C(=O)Nc3nccs3)o2)cc1	104	113	103	107	105	111	112	110
O=C(Nc1ccc(Br)c(Cl)c1)c1cc(F)ccc1O	6.1*	12	6.8*	12	24	23	16	3.6*
COc1cc(CNC(=O)Cc2ccccc2)ccc1OCc1cn(-c2ccccc2[N+](=O)[O-])nn1	99	107	97	101	111	105	103	·
CC(C)c1nc(SCC(=O)c2ccc(Br)cc2)nc(Nc2cccc(S(N)(=O)=O)c2)c1C#N	102	·	95	98	114	110	112	103
COc1cc(OC)c(NC(=O)n2ncc3cc(Nc4ncnc5ccccc45)ccc32)cc1Cl	97	91	110	100	74	57	56	110
Cc1cn(C)cn1	109	108	106	100	102	107	117	120
CC1OCOC1C1OCOCC1OC(=O)c1ccccc1 (stereo not drawn)	108	106	105	101	84	105	100	97
CC1(CN2CCCC2)CCC(NC(=O)C(c2ccccc2)c2ccccc2)C(C)(C)O1 (stereo not drawn)	·	99	99	95	96	107	94	109
NNc1nc2[nH]c(=O)ccc(=O)n2n1	96	·	103	107	103	112	97	99

# One compound at a time, from the list above.
# `CCCCCN1C=C/C(=C\C(=O)N(C)c2cccc(Br)c2)c2ccccc21` is entered as NCI/ADR-RES = 104; OVCAR-3 = 120; OVCAR-8 = 99; OVCAR-4 = 109; OVCAR-5 = 105; DU-145 = 119; IGROV1 = 113; SK-OV-3 = 104
# `OC(c1cc2cc(Cl)ccc2c2cc(C(F)(F)F)ccc12)C1CCCCN1` (stereo not drawn) is entered as NCI/ADR-RES = -66*; OVCAR-3 = -95*; OVCAR-8 = -75*; OVCAR-4 = ·; OVCAR-5 = -78*; DU-145 = -96*; IGROV1 = -67*; SK-OV-3 = -0.4*

# Carrying on.
SMILES	NCI/ADR-RES	OVCAR-3	OVCAR-8	OVCAR-4	OVCAR-5	DU-145	IGROV1	SK-OV-3
Cc1ccc(S(=O)(=O)N/N=C/c2cn(-c3ccc(C(F)(F)F)cc3)nc2-c2ccc(C(=O)O)cc2)cc1	·	107	108	113	101	107	99	·
COc1ccc(/C=C2\N=C(C)N(CCc3ccc(S(N)(=O)=O)cc3)C2=O)cc1OC	106	112	98	101	107	112	104	110
NC(=O)c1ccc2c(c1)CN(c1ncc(Cc3ccc(-n4cccn4)cc3)s1)CC2	69	76	65	53	98	90	80	77
c1ccc(-n2cc3c(c2)-c2oncc2CC3)cc1	93	106	101	84	97	106	78	103
COc1ccc(N2CC(c3nc4ccccc4s3)CC2=O)cc1 (stereo not drawn)	98	89	99	88	79	96	80	89
Cc1ccc(/C=C2\CN(C(=O)OC(C)(C)C)C/C(=C\c3ccc(C)cc3C)C2=O)c(C)c1	100	70	85	68	105	96	96	90
COc1ccc(Nc2ncc3c(=O)[nH]ccc3n2)cc1	109	109	103	110	110	107	108	111
CC(=O)c1cc([N+](=O)[O-])c(O)c([N+](=O)[O-])c1O	105	103	105	119	108	107	116	106
O=C1/C(=C/c2cc3cc4c(cc3nc2Cl)OCCO4)SC(=S)N1Cc1ccco1	98	105	94	86	97	106	100	106
O=C(CN1CCCCC1)Sc1nnc2sc3ccccc3n12	100	111	99	105	144	112	121	90
CCOC(=O)NC(=S)c1ccc[nH]1	98	113	99	105	85	127	109	110
COc1cc(C2CC(c3cc(OC)c(OC)c(OC)c3)=NN2C=O)ccc1OS(=O)(=O)c1ccc(C)cc1 (stereo not drawn)	·	113	86	106	98	105	96	105
C(=C(\C1=NCCN1)n1cnc2ccccc21)/c1ccc2ccccc2c1	77	·	88	73	79	69	81	66
CC(=C(c1ccc(OCCCN(C)C)cc1)c1ccc(OCCCN(C)C)cc1)c1ccc(Cl)cc1	95	91	100	108	100	98	87	103
COc1cccc(C2=NN3C(C2)c2ccccc2OC3c2ccc(/C=C3\SC(=O)NC3=O)cc2)c1 (stereo not drawn)	111	102	95	103	108	106	100	97
Cn1c2ccc(Cl)cc2c2nn(C(=O)c3ccccc3)c(=O)nc21	106	111	101	114	99	114	110	114
C=C(C)Cc1cc(C)ccc1O	102	120	107	110	110	113	108	107
CC1N/C(=C/c2ccccc2)C(=O)O1 (stereo not drawn)	114	99	112	104	105	112	39	103
CC(=O)c1nnc(CCC(=O)c2nc3ncccc3[nH]2)o1	96	98	105	105	93	108	87	108
CC(=O)N1N=C(c2cc3ccccc3oc2=O)CC1c1cn(-c2ccccc2)nc1-c1ccccc1 (stereo not drawn)	109	118	105	108	109	109	106	113
COc1ccc(C(=O)COc2ccc3c(c2)O/C(=C\c2ccc(Cl)cc2)C3=O)cc1	92	139	61	95	108	101	52	120
O=C(/C=C1\C=CN(CCCCCF)c2ccccc21)n1ccc2ccccc21	106	102	105	94	101	105	78	103
O=C(Oc1ccccc1)c1ccc(Cl)cc1	102	97	99	107	108	104	109	109
CCC1(C)OC(=O)N(C)C1=O (stereo not drawn)	99	101	129	109	116	102	134	119
CC(=O)c1cc(N)cc([N+](=O)[O-])c1	104	106	89	108	102	105	109	87
Cc1nn(-c2ccccc2)c(N2CCOCC2)c1/C=N/N=c1\sc2ccccc2n1C	95	104	94	99	82	100	90	77
CCOC(=O)/C=C(\C(=O)OCC)C(C(=O)OCC)C(=O)OCC	108	109	98	97	103	106	109	108
Cc1ccc(Cl)c(-n2c(SCC(=O)Nc3ccc(S(=O)(=O)Nc4nccs4)cc3)nc3ccccc3c2=O)c1	105	108	101	101	105	107	102	117
CN(C)C(=O)OCC1COc2ccccc2O1 (stereo not drawn)	90	114	113	79	84	114	121	116
O=C(Cn1cc(COc2ccccc2)nn1)Nc1nc2ccccc2s1	99	107	102	110	101	110	99	104

# (further entries)
# Fields – NCI/ADR-RES, OVCAR-3, OVCAR-8, OVCAR-4, OVCAR-5, DU-145, IGROV1, SK-OV-3
COc1ccc(/C(C)=N/NC(=O)CSc2nc3ccccc3c(=O)n2CCc2ccc(S(N)(=O)=O)cc2)cc1
  79, 17, -13*, -54*, 55, 1.7*, 19, -32*
O=C1CCCCC1Nc1ccc([N+](=O)[O-])cc1 (stereo not drawn)
  115, 120, 106, 105, 107, 110, 126, 90
Cc1[nH]c2ncnc(Nc3ccc(C(=O)Nc4ccc(Cl)cc4)cc3)c2c1C
  105, 104, 97, 101, 105, 109, 99, 102
CCCCC(O)(c1ccc(Cl)cc1)C(CN1CCOCC1)c1ccc(Cl)cc1 (stereo not drawn)
  30, 3.3*, 22, 32, 83, 58, 40, 81
CSc1nc2c(c(=O)n1C)CN(Cc1ccccc1)C=N2
  99, 117, 100, 107, 88, 105, 120, 103
COc1ccc(C/C(C)=C(\c2ccc(O)cc2)c2ccc(OCCN(C)C)cc2)cc1
  98, 112, 110, 104, 101, 107, 104, 102
ClC(Cl)(Cl)c1cccc(C(Cl)(Cl)Cl)c1
  98, 112, 92, 101, 104, 105, 101, 94
COc1cc(-c2csc(NC(=O)Nc3ccc(Cl)cc3)n2)cc(OC)c1OC
  7.0*, 19, 10, 9.0*, 77, 36, 43, 54
NC(=Nc1ccccc1)SCCSC(N)=Nc1ccccc1
  103, 105, 96, 102, 100, 104, 93, 102
NC(=O)N/N=C/C=C/c1ccccc1
  105, 109, 108, 113, 101, 114, 101, 103
COc1ccc(N=c2nc3sc4cccc(Cl)c4n3c(N)c2C#N)cc1
  101, 105, 102, ·, 107, 109, 74, ·
S=C1CCC2C(=S)N3C(=S)CCC3C(=S)N12 (stereo not drawn)
  102, 111, 101, 111, 108, 115, 98, 108
CC1SC(c2ccccc2O)N(NC(=O)CCC(=O)c2nc3ncccc3[nH]2)C1=O (stereo not drawn)
  90, 97, 97, 93, 107, 102, 70, 92
Cc1cccc(C(O)c2cnc(C)n2Cc2ccccc2)c1 (stereo not drawn)
  98, 125, 102, ·, 105, 124, 114, 103
CSc1nc(N)n(/N=C(\C)c2cccs2)c(=O)c1C#N
  107, 118, 105, 116, 111, 118, 88, 113
CNCCCn1c2c(c3ccc(F)cc3c1=O)C(=O)c1cc(OC)cnc1-2
  3.1*, -11*, -20*, -5.9*, -8.5*, 0.7*, 11, -25*
C[C@]12CCC(=O)C=C1C=CC1C2CC[C@@]2(C)C1CC[C@@]21CCC(=O)O1 (stereo partly drawn)
  90, 112, 114, 94, 92, 109, 105, 98
N#Cc1c(N)nc2c(nnn2-c2cccc(Cl)c2)c1N
  98, 109, 81, 112, 107, 99, 89, 78
CCC(C)C1(C)OC1C(=O)OC (stereo not drawn)
  98, 114, 95, 97, 113, 105, 101, 105
COc1cccc(CNC(=O)C2CSC3(C)c4ccccc4C(=O)N23)c1 (stereo not drawn)
  99, 116, 90, 95, 110, 107, 108, 101

# Other entries:
# Fields – NCI/ADR-RES, OVCAR-3, OVCAR-8, OVCAR-4, OVCAR-5, DU-145, IGROV1, SK-OV-3
CN1CC[C@H](c2c(O)cc(O)c3c(=O)cc(-c4ccccc4Cl)oc23)[C@H](O)C1
  2.1*, 17, 7.4*, 1.8*, 8.4*, 9.1*, 4.3*, 10
Cc1ccc(C(SCCNCc2cc(N(C)C)ccn2)(c2ccccc2)c2ccccc2)cc1
  -57*, -47*, -53*, 11, -20*, -8.0*, 6.3*, -10*
CN(C)C=Nc1ccccc1
  107, 121, 112, 91, 106, 116, 99, 109
O=C1/C(=C\c2cn(-c3nc(N4CCOCC4)nc(N4CCOCC4)n3)c3ccccc23)c2ccccc2N1c1c(Cl)cccc1Cl
  72, 70, 76, 65, 52, 57, 36, 7.7*
CCOC(=O)c1ccc2nc(-c3c(C)nn(-c4ccccc4)c3N3CCCC3)[nH]c2c1
  100, 92, 96, 91, 106, 103, 99, 107
COc1cc(NS(=O)(=O)c2ccc(NC3=C(Cl)C(=O)c4nc(C)ccc4C3=O)cc2)ncn1
  90, 96, 96, 93, 98, 111, 113, 73
CC(O)Cn1cnc2c1c(=O)n(C)c(=O)n2C (stereo not drawn)
  112, 108, 98, 97, 125, ·, 91, 103
C(=NC1CCCCC1)c1ccccc1
  109, 111, 95, 101, 96, 104, 104, 107

# High-throughput results from PubChem.

# An unsorted share of the library. Share with any hit: about 9.5%.
